RTF Ca sens act: increases calcium sensitivity of human cardiac regulated thin filaments; P19429+P45379; IANBD-labeled TnC RTF fluorescence at EC20 calcium; 0% EC20 calcium, 100% full calcium; activation, % at 7.2 µM; 340,000 compounds, 0.24% hits;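 active means activation above the mean over all tested compounds plus 3 SD, cut at about 30% in these data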;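 further: rise in fluorescence read as greater calcium sensitivity of cardiac thin filaments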
C-LANA FP: blocks KSHV LANA C-terminal domain binding to DNA; MBP-C-LANA/FAM-LBS DNA binding, fluorescence polarization; inhibition, % at 9 µM; 340,000 compounds, 0.078% hits; AID 504423;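 active means highest replicate inhibition at or above 60% at 9 µM, even if other replicates fall short; inactive means all replicates below 60% inhibition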;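 further: 0% = neutral control wells and 100% = 4 µM acridine orange control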
RTF Ca sens inh: cardiac RTF calcium desensitization. P19429+P45379. IANBD-labeled cardiac RTF, Ca2+ fluorescence. inhibition, % at 7.15 µM. 340,000 compounds, 0.12% hits;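 active means inhibition above the mean inhibition of all tested compounds plus 3 SD, cut at about 17% in these data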;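 further: assay run at fixed EC70 calcium of 1.6 mM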
Rtt109 Vps75: blocks Candida albicans Rtt109/Vps75 acetyltransferase activity | Q5AAJ8 | purified Rtt109/Vps75, ThioGlo CoA-SH fluorescence, 4 h | inhibition, % at 34.9 µM | 330,000 compounds, 0.16% hits | AID 540336;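 active means inhibition of at least 50% in every replicate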
PvdQ inh: blocks Pseudomonas aeruginosa PvdQ acylase activity | 340,000 compounds, 0.063% hits | AID 488965 | inhibition, % at 10 µM | purified PvdQ acylase, fluorescence plate reader; in the data active means inhibition above about 30%, passing the limit was not always enough;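 further: 0% = vehicle neutral wells and 100% = reference inhibitor wells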
Mot1-301 SUMO: SUMOylation pathway inhibition by Mot1-301 growth rescue; growth rescue, % at 18.8 µM; 320,000 compounds, 1% hits; S. cerevisiae Mot1-301 growth rescue, ATP luminescence, 38.5C; percent above DMSO median, 100 means doubled;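 active means every valid replicate shows activation above 250% relative to neutral control wells; inactive means the rest, any valid replicate at or below 250%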;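 further: OY570 slx delta 5 strain wells were the positive control but not used for scaling; some compounds called inactive have numbers as strong as hits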
NSD2 HMT inh: inhibitors of human histone methyltransferase NSD2 | O96028 | NSD2 peptide methylation, AlphaScreen, 120 min | inhibition, % at 12.5 µM | 310,000 compounds, 0.54% hits | AID 743445; in the data active means inhibition above about 50%
CDK5 inh: blocks human CDK5/p35 kinase activity. Q00535+Q15078. Recombinant CDK5/p35, ADP-Glo luminescence, 60 min. inhibition, % at 10 µM. 330,000 compounds, 0.01% hits. AID 488839;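 active means highest replicate inhibition of at least 50% and at least 75% of replicates reaching 50%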;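 further: plate controls were DMSO neutral control for no effect and GW8510 at 10 µM for full effect; many of its hits are not listed in these tables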
Target sequence (Q00535 whole entry, looked up): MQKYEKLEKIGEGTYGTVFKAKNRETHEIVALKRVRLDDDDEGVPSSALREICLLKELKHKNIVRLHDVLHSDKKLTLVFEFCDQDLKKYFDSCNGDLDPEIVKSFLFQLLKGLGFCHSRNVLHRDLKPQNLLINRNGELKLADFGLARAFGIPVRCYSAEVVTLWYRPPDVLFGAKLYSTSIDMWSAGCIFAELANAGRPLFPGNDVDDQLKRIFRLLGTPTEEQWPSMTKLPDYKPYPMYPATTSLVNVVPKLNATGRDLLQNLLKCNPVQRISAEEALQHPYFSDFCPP
Target sequence (Q15078 whole entry, looked up): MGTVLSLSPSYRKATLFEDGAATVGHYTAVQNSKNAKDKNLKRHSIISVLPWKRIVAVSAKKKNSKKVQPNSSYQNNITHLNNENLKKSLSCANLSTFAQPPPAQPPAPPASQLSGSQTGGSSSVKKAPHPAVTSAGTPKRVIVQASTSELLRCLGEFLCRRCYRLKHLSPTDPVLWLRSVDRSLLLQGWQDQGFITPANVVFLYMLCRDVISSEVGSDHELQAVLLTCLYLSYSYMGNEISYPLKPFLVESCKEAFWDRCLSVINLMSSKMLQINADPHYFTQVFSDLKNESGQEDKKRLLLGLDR
dFosB activator: enhances mouse delta FosB homodimer DNA binding. P13346. purified delta FosB, TAMRA-CDK5 oligo fluorescence polarization; percent of positive-control signal above neutral wells. activation, % at 25 µM. 340,000 compounds, 0.99% hits. AID 493131;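 active means mean activation above about 17%, with every replicate also reaching it, limit read from the data, passing the limit was not always enough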;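 further: fluorescence polarization rise as delta FosB binds a TAMRA Cdk5 AP-1 oligo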
Target sequence (P13346 whole entry, looked up): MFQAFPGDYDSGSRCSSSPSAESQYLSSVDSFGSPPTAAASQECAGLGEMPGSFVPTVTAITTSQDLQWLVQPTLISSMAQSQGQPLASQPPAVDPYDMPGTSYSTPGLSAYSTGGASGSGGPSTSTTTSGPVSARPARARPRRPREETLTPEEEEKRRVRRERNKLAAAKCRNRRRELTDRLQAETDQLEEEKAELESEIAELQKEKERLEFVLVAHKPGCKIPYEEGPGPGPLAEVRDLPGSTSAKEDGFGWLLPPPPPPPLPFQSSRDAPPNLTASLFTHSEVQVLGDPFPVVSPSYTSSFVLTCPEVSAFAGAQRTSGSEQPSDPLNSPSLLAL
Keap1-Nrf2 PPI: inhibitors of human Keap1-Nrf2 protein-protein interaction. Q14145. Keap1 Kelch-Nrf2 peptide fluorescence polarization, 1536-well. inhibition, % at 9.4 µM. 340,000 compounds, 0.15% hits. AID 504523; in the data active means inhibition above about 12%;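 further: human Keap1 Kelch domain with fluorescein labeled Nrf2 9mer peptide probe; 0% = neutral control wells and 100% = peptide positive control; higher means more block of Keap1 binding to Nrf2 peptide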
PfHsp90 set2: inhibits growth of yeast expressing Plasmodium falciparum Hsp90. S. cerevisiae expressing PfHsp90, BacTiter-Glo ATP, 48 h; yeast lacking PDR1 and PDR3 efflux regulators. inhibition, % at 9.4 µM. 310,000 compounds, 0.32% hits. AID 504621;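 active means every replicate shows inhibition above about 80%, whatever the replicate mean, limit read from the data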;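 further: 0% = DMSO neutral controls and 100% = 20 µM radicicol positive controls; yeast relying on Plasmodium falciparum Hsp90 in place of its own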
Starred values were filed as active, the others as inactive; / = not tested or not shown; + = active, no number.

structure | RTF Ca sens act | C-LANA FP | RTF Ca sens inh | Rtt109 Vps75 | PvdQ inh | Mot1-301 SUMO | NSD2 HMT inh | CDK5 inh | dFosB activator | Keap1-Nrf2 PPI | PfHsp90 set2
CCCOCC(O)COc1ccccc1C(=O)N1CCOCC1 (centres undefined) | 1 | 0.2 | -3 | 0 | -12 | 7 | -2 | -1.9 | -9 | -5 | -18
COc1ccc(-c2ccc(SCC(=O)N3CCOCC3)nn2)cc1OC | 1 | -0.4 | -14 | -1 | -13 | -12 | 7 | -1.9 | -5 | 1 | -15
Cc1cnc(CNC(=O)c2ccc(OC3CCN(C(=O)C4CC4)CC3)cc2)cn1 | 8 | -0.9 | -13 | 5 | 7 | 11 | 5 | -0.5 | -6 | -4 | -9
N#Cc1cc(S(=O)(=O)c2ccc(F)cc2)c(N)[nH]c1=O | -2 | -1.0 | -20 | -8 | -9 | / | -1 | 1.4 | -5 | 2 | -13
COc1ccc(/C=C/C(=O)c2ccc3c(c2)OCO3)cc1OC | 2 | 2.1 | -2 | 0 | -11 | 13 | -1 | -3.2 | -12 | -7 | -3
COc1cc(CN2CCCC(CO)(Cc3cccc(Cl)c3)C2)cc2c1OCO2 (centres undefined) | -1 | -2.3 | -3 | 2 | -5 | + | 2 | -1.6 | 4 | -1 | -6
Cn1c(=O)c2ncn(C)c2n(C)c1=O | -4 | -2.2 | -3 | 16 | 12 | / | 1 | -0.2 | -2 | -2 | -2
CC(=O)Nc1nnc(Cc2c[nH]c3ccccc23)s1 | -1 | -1.4 | -1 | -14 | -5 | -10 | 29 | 2.1 | 5 | 0 | -7
COc1ccc2cc(CO)c(Cl)nc2c1 | 0 | 0.8 | -9 | -12 | -12 | -8 | 0 | 0.1 | -1 | 0 | -14
COc1ccc(NC(=O)C(CC(=O)O)C(C)c2ccccc2)cc1 (centres undefined) | 3 | 0.5 | -5 | 3 | 3 | -1 | -2 | 1.1 | -1 | 0 | 10
Cc1nc(N2CCN(S(=O)(=O)c3ccc(F)cc3)CC2)c2c(C)c(C)sc2n1 | 5 | -4.3 | -2 | -7 | 5 | -6 | / | 2.2 | 2 | 1 | -20
CN1C(C(=O)NCC2CC2)CC2Cn3c(nc4cc5ccccc5cc43)C21 (centres undefined) | 10 | -1.8 | 2 | 4 | -7 | -8 | / | 1.3 | -2 | -3 | 6
O=C(COc1cccc2ccccc12)Nc1ccc(Cl)cc1C(=O)O | -2 | 1.3 | -1 | 11 | 0 | -25 | 3 | -4.6 | -1 | 2 | 10
COc1ccccc1CN1CC(C(=O)N(C)Cc2[nH]c3ccccc3c2C)CCC1=O (centres undefined) | 8 | -0.4 | -3 | -1 | -15 | 4 | 3 | 1.2 | -5 | -5 | -20
CCC(OC(=O)c1cccs1)C(=O)NC1CCCCC1 (centres undefined) | 0 | -0.6 | -6 | -1 | 0 | -9 | -6 | -0.4 | 4 | 3 | /
CC1CCN(CC(=O)N2CCc3ccccc32)CC1 | 0 | -1.9 | -8 | 0 | -8 | 1 | -5 | 1.9 | 1 | 0 | -19
COc1cc(OC)cc(-c2nc(N)n[nH]2)c1 | 0 | 0.5 | -1 | 1 | 7 | 5 | / | 1.0 | -5 | -2 | -25
CN1C(=O)CC(N2CCN(c3ncccn3)CC2)C1=O (centres undefined) | -1 | 0.5 | 0 | -7 | -13 | 0 | 8 | -1.4 | 9 | -3 | -2
N#CCOc1ccccc1/C=C/c1nc2ccccc2c(=O)[nH]1 | -5 | 1.1 | -11 | -29 | 12 | 19 | -1 | -0.4 | -45 | -7 | 3
CCN(C(=O)COC(=O)/C=C/c1ccc(OC)c(OC)c1)c1c(N)n(Cc2ccccc2)c(=O)[nH]c1=O | 1 | 0.4 | 4 | -8 | -9 | / | -3 | 1.0 | 20* | 0 | /
O=C(CC(c1ccccc1)c1cc(Cl)ccc1O)N1CCCC1 (centres undefined) | 4 | -0.7 | -9 | 2 | -16 | -11 | 0 | -1.5 | 0 | -1 | -6
CC(=O)c1ccc(OCc2ncc(C(F)(F)F)cc2Cl)cc1 | 12 | / | 1 | 7 | -16 | -4 | -2 | -1.6 | 5 | -1 | -6
Cc1ccc(Cc2ccc(C(=O)NNC(N)=S)o2)cc1 | -1 | -11 | -2 | 5 | 5 | -13 | -10 | 2.0 | -6 | 0 | -24
NS(=O)(=O)c1ccc(NC(=S)NCc2ccco2)cc1 | -7 | -0.6 | -4 | 11 | 3 | -2 | 4 | -0.1 | 3 | 0 | -15
COc1ccc(NC(=S)N2CCCC2)cc1OC | 6 | -1.4 | -8 | -5 | -4 | -25 | -1 | -0.3 | -3 | -5 | 7
COc1ccc(C(=O)N/C(=C/c2ccco2)C(=O)NCc2ccco2)cc1 | -4 | -0.6 | -6 | 10 | 0 | 76 | -4 | -0.4 | -4 | -3 | 14
COc1ccccc1-c1ccc(Nc2cccc(C(C)=O)c2)nn1 | 1 | -1.3 | -1 | -7 | -1 | -10 | 1 | 0.9 | 1 | -3 | -8
Cc1onc(-c2ccccc2Cl)c1C(=O)Nc1ccc(-n2nncc2-c2ccco2)cc1 | 2 | -0.7 | -6 | -4 | -11 | 142 | / | -0.9 | -4 | -1 | -3
CC(=O)c1ccc(NC(=O)CSc2nc(=O)n(CCN3CCOCC3)c3c2CCC3)cc1 | -6 | -0.2 | 7 | 1 | 12 | -15 | -3 | 0.5 | -8 | -4 | 7
COc1ccc(C(=O)N/C(=C\c2cn(C)c3ccccc23)C(=O)NCCCn2ccnc2)cc1 | 0 | 0.3 | 3 | 5 | -4 | -12 | 13 | 0.9 | -8 | -3 | -16
CCOC(=O)c1sc2nc(CSCC(=O)OCc3ccc(C(=O)OC)o3)[nH]c(=O)c2c1C | 0 | -1.2 | -10 | 0 | -6 | -3 | 1 | -2.2 | -12 | -7 | 41
Cc1ccc(/C=N/NC(=O)c2cccs2)s1 | -3 | 0.4 | -27 | -18 | -3 | 8 | -3 | 2.3 | 0 | 2 | 9
CN(C)C(CNC(=O)CCNC(=O)c1ccccc1Cl)c1ccco1 (centres undefined) | 6 | -1.4 | -5 | -13 | -7 | 158 | 0 | -2.7 | -3 | -5 | 22
O=C(CCCNC(=O)c1ccc(Cl)cc1)NCc1ccc(F)cc1 | -1 | -0.3 | 1 | 4 | -12 | -9 | / | 1.3 | -5 | -2 | -14
COc1ccccc1NC(=O)c1sc(NC(=O)c2ccco2)c(C#N)c1C | 4 | 0.2 | -1 | / | 4 | 0 | 0 | -0.6 | -4 | 0 | -7
Cc1cc(NC(=O)Cn2nc(C(F)(F)F)c3c2CCC3)no1 | -3 | 0.9 | -9 | 3 | -10 | 211 | -2 | -2.1 | 3 | -3 | -16
O=C(/C=C\Nc1cccc(F)c1)c1cccs1 | 1 | -0.3 | -4 | -7 | -15 | 566 | 1 | -2.9 | -2 | -4 | -9
O=C(CNc1cccc(S(=O)(=O)N2CCCCC2)c1)Nc1ccccc1F | 2 | -1.6 | -3 | 5 | -6 | 184 | -1 | -1.5 | 2 | 6 | -13
CN(C1CCCCC1)S(=O)(=O)c1ccc(NC(=O)C2CCCCC2C(=O)O)cc1 (centres undefined) | 1 | 2.0 | 0 | 3 | -7 | -7 | 8 | 0.6 | -7 | 5 | -15
O=C(N/N=C/c1ccc(O)cc1)c1csc2ccccc12 | -3 | -2.8 | -1 | -5 | -4 | -17 | 1 | -0.4 | -4 | -4 | /
C=CCc1cccc(/C=N/NC(=O)c2ccccc2Br)c1O | 1 | -0.6 | 6 | 8 | -7 | -1 | 22 | 0.0 | -13 | -4 | 4
CCS(=O)(=O)c1nc(S(=O)(=O)c2ccc(C)cc2)c(N2CCOCC2)s1 | 0 | -0.3 | -7 | 5 | 13 | -9 | -10 | 0.2 | -1 | -2 | -1
COc1cc(/C=C/C(=O)OCC(=O)N(C)Cc2ccccc2)ccc1O | -2 | -0.7 | -5 | 8 | -2 | -3 | 1 | 0.7 | -1 | -2 | -7
CC(C)CC(=O)Nc1nnc(S(=O)(=O)N2CCc3ccccc32)s1 | 2 | -0.7 | -1 | 16 | 15 | -7 | / | -0.2 | -11 | -2 | -5
COc1ccccc1C1C2=C(CC(C)(C)CC2=O)N(CC(=O)O)C2=C1C(=O)CC(C)(C)C2 | -6 | 1.4 | -7 | -275 | -6 | 1 | -1 | 0.8 | 6 | 0 | -13
N#CC1(NC(=O)CSc2nnc3n2CCCCC3)CCCCC1 | -2 | -0.3 | -5 | -1 | -17 | -17 | -1 | -3.5 | 4 | -1 | 9
Brc1ccccc1-c1nc2c3ccccc3ncn2n1 | -4 | -2.5 | -5 | -1 | -19 | 36 | / | 2.1 | -17 | -2 | -9
CCOC(=O)c1cnc(-n2nc(C)cc2C)nc1NC1CCCCC1 | -10 | 0.8 | 4 | 24 | 13 | -18 | -1 | -0.2 | -21 | -2 | 71
O=C(NNC(=O)C1CCC1)c1ccccc1F | 11 | -0.3 | -18 | 0 | -9 | -1 | 0 | -0.6 | 4 | -3 | /
C=CCNC(=O)Cc1c(OC)ccc2cc(Br)ccc12 | 9 | 0.5 | -3 | 24 | 1 | -30 | 3 | -0.9 | -4 | 0 | -20
CN1c2ccccc2N(C)C1(C)c1cccc2ccccc12 | 0 | 0.9 | -12 | -1 | -1 | 6 | 18 | -1.2 | -2 | 1 | 0
Cc1ccc2c(c1)C(=C(C#N)C#N)C(=O)N2CCN1CCOCC1 | -4 | 0.3 | -7 | -4 | -12 | -8 | -6 | -0.6 | -11 | -3 | -19
Cn1c(=O)c([N+](=O)[O-])c(NCc2ccccc2Cl)c2ccccc21 | -1 | -0.7 | -1 | 6 | 12 | 6 | -6 | 0.8 | 4 | -4 | 6
O=C(Nc1ccc(S(=O)(=O)C(F)F)cc1)c1cccc(S(=O)(=O)N2CCOCC2)c1 | 0 | -0.2 | 2 | 2 | -2 | -4 | 0 | -0.1 | -9 | 3 | 15
COc1ccc(Cn2c(SCc3ccccc3C)nc3cc(OC)c(OC)cc3c2=N)cc1 | -6 | -1.3 | 11 | 10 | 6 | -17 | 1 | -0.4 | 45* | -6 | 11
FC(F)(F)c1cccc(-c2nnc(-c3ccccc3)c(N3CCOCC3)n2)c1 | -6 | 2.0 | 3 | -3 | 2 | -6 | 5 | -0.5 | -3 | -4 | 11
C[C@H](CO)N1C[C@H](C)[C@@H](CN(C)CC2CC2)Oc2c(NC(=O)Cc3ccccc3)cccc2C1=O | -2 | 1.0 | 5 | 5 | -2 | 8 | / | 1.0 | 3 | -2 | 2
